Insulin prom up – MIN6 insulin promoter up-regulation | MIN6 insulin promoter-GFP reporter, high-content imaging; active compounds read high | z-score at 5 µM | actives 0.3% (n = 190,000) | AID 1625;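 active means z-score above 3 at 5 µM with at least 500 cells counted in the well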
ER stress rescue – rescue of cells from ER stress-induced death, primary screen, 384-well, CSM14.1, thapsigargin, ATP luminescence (AID 1222); cellular ATP content (survival), % at 20 µM, or EC50 in µM where a hit was titrated; 190,000 tested, under 10 active; CSM14.1 thapsigargin-induced death rescue, ATP luminescence; higher % means a stronger effect;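 active means EC50 below 50 µM in the dose-response confirmation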;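 further: death triggered by thapsigargin at about 15 µM added after 2 h compound pretreatment; cell ATP read after overnight thapsigargin exposure of roughly 18 to 22 hours; normalized against plate controls of thapsigargin alone and 5% DMSO vehicle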
bCat nuc transl – beta-catenin nuclear translocation modulation. HeLa beta-catenin nuclear translocation, immunofluorescence imaging. nuclear translocation activity, % at 5 µM. actives 0.3% (n = 190,000);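 active means nuclear translocation activity above 50% at 5 µM, with a well cell count of 50 or more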;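 further: per-cell ratio of nuclear to cytoplasmic median beta-catenin stain intensity; plate controls were DMSO negative control for no effect and GSK-3 inhibitor IX positive control for full effect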
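Test system: human HeLa cells, native beta-catenin. Compound dosing: 5 µM primary single dose, 0.1% DMSO, 0.02–20 µM confirmation series. Incubation: compound exposure 24 h at 37°C. Detection: beta-catenin immunostaining with DAPI counterstain, 20x imaging, 6 fields/well. Read-out basis: Nuclear/cytoplasmic beta-catenin signal ratio, % activation.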
M1AAP inhibition – malaria alanyl aminopeptidase activity blockers – biochemical, fluorogenic H-Leu-NHMec substrate, 1536-well (AID 1445); actives 0.42% (n = 220,000); recombinant M1AAP, H-Leu-NHMec fluorogenic kinetic assay; higher % means a stronger effect; inhibition, % at 30 µM, or IC50 in µM where a hit was titrated;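 active means primary inhibition above the hit cutoff, then over 50% inhibition at one or more dose response concentrations, cut at about 23% in these data, passing the limit was not always enough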;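 further: plate controls were DMSO full reaction for no effect and no enzyme background for full effect; strong numbers were not always called active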
Autophagy HCS – modulators of autophagy; MEF GFP-LC3 puncta imaging; test concentration mostly 10 µM; calls only at 10 µM (by protocol); actives 0.98% (n = 190,000); AID 463193;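 active means percentage of spot-positive cells more than 3 SD above its plate mean, without a fluorescence outlier flag or 80% toxicity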;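 further: spot-positive cell cutoff set from DMSO-treated cells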
MT stabilizer – microtubule stabilizers in HeLa cells; HeLa tubulin immunostaining HCS, 24 h; share of cells brighter than vehicle mean+2SD; % tubulin-high responders, % at 10 µM; actives 0.83% (n = 200,000); AID 2205;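 active means plate Z-score above 3 for both tubulin-high and condensed-nucleus cell shares, with cell loss under 80%, at 10 µM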;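 further: anti alpha tubulin signal scored within the nucleus-defined area of each cell; some results filed as inactive read as strong as hits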
M17LAP inhibition – P. falciparum M17LAP inhibitors, primary screen, biochemical, fluorogenic H-Leu-NHMec substrate, 1536-well (AID 1619); recombinant M17LAP, H-Leu-NHMec fluorogenic kinetic assay; higher % means a stronger effect; one-dose inhibition, % at 30 µM; IC50 in µM for titrated hits; actives 0.38% (n = 220,000);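 active means compound inhibiting the enzyme by more than half at any dose during confirmatory dose-response retesting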;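 further: plate controls were full reaction with DMSO carrier for no effect and no enzyme background for full effect; strong numbers were not always called active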
Dynein cargo inh – blocks dynein driven cargo transport along microtubules; actives 0.47% (n = 220,000); z-score, hits read low; 3617.4 mouse cells, GR-EGFP nuclear translocation imaging; test concentration mostly 20 µM; stimulated with dexamethasone, 1 µM; active compounds read low; AID 1381;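 active means plate z-score of nuclear minus cytoplasmic receptor signal below a set negative limit, without overly bright fluorescence or cell loss, cut at about -3.5 in these data, passing the limit was not always enough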;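 further: z-score of nuclear minus cytoplasmic ring GR-EGFP intensity difference per well; some compounds called inactive have numbers as strong as hits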
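medium = tetracycline-free induction medium containing charcoal-stripped FBS | also added = 1.0 µM final dexamethasone stimulus | schedule = 48 h induction, 1 h compound, 30 min dex at 37 °C | technique = fixed, Hoechst-stained cells imaged at 10x for EGFP | measure = GR-EGFP nuclear translocation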
K1F lysis inhibition – inhibition of K1F phage lysis, E. coli UTI89, bacterial capsule biogenesis inhibitors, alamar blue (AID 488966). actives 0.02% (n = 340,000). one-dose inhibition, % at 100 µM; IC50 in µM for titrated hits. E. coli UTI89 K1F phage lysis, alamar blue, 2 h; higher % means a stronger effect;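 active means phage lysis inhibition, versus mean bacterial control, above a set limit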;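 further: capsule biogenesis inhibitors block K1F phage lysis so surviving cells raise fluorescence; higher fluorescence means more inhibition of phage lysis; actives were called in the ten point dose series up to 300 µM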
Dynein cargo inh cytoplasmic EGFP – also measured in Dynein cargo inh; calls as there; z-score; measured here: cytoplasmic GR-EGFP intensity; active compounds read high
Dynein cargo inh nuclear GR-EGFP – recorded beside Dynein cargo inh, whose call it bears; z-score; measured here: nuclear GR-EGFP intensity;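 lower value marks the stronger effect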
Dynein cargo inh cell count – further read-out of Dynein cargo inh, marked with its call; z-score; measured here: cell count per field
Insulin prom up cell count – second read-out of Insulin prom up, no call of its own (marks repeat the call); cell count; measured here: cytotoxicity, nuclei count;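 total cells summed across four imaged fields per well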
bCat nuc transl cell count 5 µM – further read-out of bCat nuc transl, marked with its call; cell count; measured here: cell count, cytotoxicity flag
MT stabilizer Hoechst-high % – recorded beside MT stabilizer, whose call it bears; % Hoechst-high responders; measured here: nuclear condensation Hoechst responders;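 share of cells brighter than vehicle mean plus two SD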
MT stabilizer cytotoxicity % – also measured in MT stabilizer; calls as there; toxicity, %; measured here: cytotoxicity by cell density;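 0% = mean cell density of plate MIN control wells and 100% = no cells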
Autophagy HCS cell loss 18 h – recorded beside Autophagy HCS, whose call it bears; toxicity, %; measured here: cell loss, nuclei count;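 cell loss after 18 h compound exposure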
* hit, by the source's call; i = inactive; / = no result given; [ ] = dose if it differs, or a comment. Rows were taken by chance. Share with any hit: about 2.9%.

Sequence of screens – M1AAP inhibition	ER stress rescue	MT stabilizer cytotoxicity %	MT stabilizer Hoechst-high %	MT stabilizer	Insulin prom up cell count	Dynein cargo inh cell count	bCat nuc transl	Autophagy HCS cell loss 18 h	Dynein cargo inh cytoplasmic EGFP	Autophagy HCS	bCat nuc transl cell count 5 µM	M17LAP inhibition	K1F lysis inhibition	Dynein cargo inh	Insulin prom up	Dynein cargo inh nuclear GR-EGFP
1. c1ccc(CSc2nnnn2-c2ccc3c(c2)OCCO3)nc1
    2%	0.9%	6.0	2.6	2.9	1242	0.67	0.7	-13	-0.19	i	1147	4%	0.1%	-0.57	-1	-0.11
2. COC(=O)CSC1=C(C#N)C(c2ccc(C)cc2)C2=C(CCCC2=O)N1 (stereo unspecified)
    4%	-1.5%	8.8	2.3	3.1	1609	-0.47	-1.1	7	-0.16	i	1358	-1%	0.2%	1.2	0.6	0.32
3. CCOC(=O)c1c(C)c(C(=O)N2CCN(c3ccc(F)cc3)CC2)c(C)n1C
    3%	-0.6%	8.3	1.4	6.1	/	-1.5	-0.4	9	1.8	i	1151	-4%	-0.2%	0.8	/	0.88
4. COc1ccc(S(=O)(=O)Nc2ccc(Cl)cn2)c(C)c1C
    6%	-1.6%	0.9	2.1	2.4	1558	-0.36	-0.3	-10	-0.22	i	1066	3%	0.1%	-0.79	0.43	-0.2
5. O=S(=O)(c1cnccc1N1CCN(/N=C/c2ccc(Cl)cc2)CC1)N1CCCCC1
    -9%	1.7%	5.6	1.2	1.5	888	-0.041	0.7	7	-0.18	i	1019	-1%	0.6%	-0.17	-0.12	0.025
6. COCCOC(=O)c1c(NC(=O)CN2c3ccccc3CC2C)sc(C(N)=O)c1C (stereo unspecified)
    2%	-0.6%	13	3.5	4.5	1332	0.82	0.4	13	-0.27	i	1164	-7%	0.4%	-0.0045	-1	0.3
7. CC1(C)Cc2c(sc3nn[nH]c(=O)c23)CO1
    -2%	-0.5%	6.6	3.6	4.9	/	0.5	-0.5	0	-0.021	i	1167	13%	-2.5%	-0.056	/	0.12
8. CCCn1nnc(NC(=O)/C=C/c2ccc(C(C)C)cc2)n1
    -4%	/	/	/	/	1326	-0.46	2.9	/	-0.24	/	1328	3%	2.1%	0.74	-0.52	0.54
9. Cc1ccc(-c2nn(-c3cccc(F)c3)cc2CN2CCN(c3ccccn3)CC2)o1
    4%	1.0%	1.0	2.1	2.0	1451	0.32	-3.7	19	-0.18	i	1044	-1%	1.2%[50 µM]	0.51	1.4	0.048
10. Cc1cccc(OCc2nnc(SCc3cc(=O)[nH]c4ccccc34)n2-c2ccccc2)c1
    7%	2.6%	11	2.3	3.5	1572	0.44	1.0	-3	-0.24	i	1052	5%	-0.1%[50 µM]	0.3	1	0.28
11. CCN(CC)CCNC(=O)c1c(O)c2cccc3c2n(c1=O)CCC3
    0%	-5.2%	7.6	3.1	1.7	965	-0.14	2.8	7	-0.18	i	840	4%	0.0%	0.33	-0.45	0.61
12. OC1(C#CCN2CCCC2)c2ccccc2-c2ccccc21
    4%	/	/	/	/	1457	-0.7	-1.0	/	0.31	/	1181	-4%	-0.2%	0.73	0.05	0.34
13. CCOc1ccc(/C=N/NC(=O)CC(=O)Nc2ccc(Cl)c(Cl)c2)cc1
    -2%	-2.8%	11	3.2	2.1	1365	-0.57	0.2	13	-0.18	i	850	-1%	1.2%	-0.077	0.54	-0.15
14. N#C/C(=C\c1ccc(-c2cccc([N+](=O)[O-])c2)o1)C(=O)N1CCOCC1
    7%	0.3%	5.1	1.5	3.0	1379	0.34	0.3	6	-0.28	i	1093	13%	-2.1%	0.037	-0.07	-0.11
15. CCCCCC(O)CCc1n[nH]c(=S)n1-c1ccccc1 (stereo unspecified)
    0%	-1.0%	3.7	2.2	5.4	1344	-0.086	-0.9	-20	-0.21	i	1370	3%	0.2%	0.36	-0.19	-0.2
16. COc1ccc(C2CC(c3ccc(C)cc3)Nc3ncnn32)cc1 (stereo unspecified)
    13%	-2.8%	5.6	1.8	2.6	1786	1.4	-1.0	-8	-0.22	i	1083	-9%	-3.6%	-1.4	0.72	-0.34
17. CCn1c(CNC(=O)c2cccc(C)c2)nnc1SCC(=O)Nc1cccc(OC)c1
    10%	3.3%	23	3.1	2.9	1266	0.95	-0.2	7	-0.25	i	1028	30%	-0.1%	-0.048	0.11	0.035
18. CCOCCCNC(=O)/C(C#N)=C/c1ccc(-c2ccc(S(=O)(=O)N3CCOCC3)cc2)o1
    10%	-1.9%	11	6.6	11	1305	0.47	1.5	23	-0.25	i	993	6%	6.8%	0.79	0.1	0.47
19. CCc1cccc2c(C=C(C#N)C#N)cn(CC(=O)N3CCCC3)c12
    9%	-0.2%	9.0	1.6	0.7	/	0.56	/	2	-0.21	i	/	-1%	6.2%	-0.93	/	-0.73
20. CCCc1cc(=O)[nH]c(NCc2ccc(Cl)cc2)n1
    -3%	0.1%	3.9	1.7	2.3	1934	-0.04	-0.4	-4	-0.24	i	1036	-2%	0.1%	-1.1	0.01	-0.58
21. CCC1CCCCN1CCCNC(=O)C1CCC(Cn2c(=O)[nH]c3ccccc3c2=O)CC1 (stereo unspecified)
    0%	-0.4%	7.5	1.0	1.6	918	0.026	/	-3	1.4	i	/	18%	-0.4%	0.088	-0.11	0.38
22. COc1ccc(/C=N/Nc2nc(C)c([N+](=O)[O-])c(N(C)c3ccccc3)n2)cc1OC
    -7%	0.9%	9.4	3.1	4.1	1450	-0.26	-2.7	21	-0.12	i	926	-16%	-0.1%	-0.48	0.11	0.13
23. Cc1onc(-c2c(Cl)cccc2Cl)c1C(=O)N1CCCc2ccccc21
    -4%	-3.8%	19	9.7	14	/	0.78	8.8	1	-0.07	i	906	3%	0.2%	-0.4	/	-0.0022
24. O=C(C[n+]1cc(Br)cc(Br)c1)c1cccc([N+](=O)[O-])c1
    10%	0.0%	8.2	2.6	2.9	1635	-0.27	-0.8	-14	-0.14	i	938	11%	0.0%	0.19	0.28	0.62
25. CC(Sc1nnc(-c2ccccc2)c(-c2ccccc2)n1)C(=O)N1CCc2ccccc21 (stereo unspecified)
    11%	3.8%	12	2.2	5.9	1451	-1.4	5.8	8	0.036	i	921	6%	0.1%	2.1	-0.43	1.5
26. Cc1cc(C)nc(NC(=O)c2cc(Br)ccc2Cl)n1
    -2%	/	23	1.1	1.9	1193	-0.079	-0.1	-3	-0.32	i	1035	-8%	0.1%	-0.62	0.21	-0.36
27. CN(C)CC(C)(C)CNS(=O)(=O)c1cccc(Cl)c1Cl
    23%	0.1%	7.4	0.7	0.8	1038	-0.61	/	-4	0.32	i	/	-5%	1.1%	0.9	0.24	0.7
28. CCCCn1c(SCC(=O)OC)nc2c1c(=O)n(C)c(=O)n2C
    6%	0.7%	0.8	1.2	1.5	1232	-1.3	-8.4	4	0.15	i	980	-4%	-1.7%	1.1	-0.38	0.89
29. CC(C)(C)C1CCC(C(=O)OCC(=O)N2CCOCC2)CC1 (stereo unspecified)
    -1%	-1.5%	3.5	1.7	5.0	1340	-1.3	0.0	3	-0.22	i	972	-7%	2.9%[50 µM]	1.8	-0.07	0.58
30. CSc1ccc(CNc2nc3ccccc3n3cnnc23)cc1
    -1%	/	/	/	/	1107	-0.96	-1.1	/	-0.18	/	1335	7%	-0.1%	0.99	-0.67	0.76
31. CN(C)S(=O)(=O)c1ccc(N2CCCC2)c(C(=O)Nc2ccccc2OC(F)F)c1
    7%	1.2%	22	1.9	4.7	1157	-0.0093	-1.1	12	-0.33	i	1043	5%	0.0%	-0.5	0.11	0.24

Compound activity as filed in PubChem.
